# ASM inhibitor: blocks human secretory acid sphingomyelinase; P17405; placental ASM, HMU-PC fluorogenic substrate, 60 min; Potency, µM (series often up to 57.5 µM), without a hit: at the highest dose activity change, negative = inhibition, most hits filed as inhibitors; hit rate 0.006% among 340,000; AID 504937; also: potency is read from the fitted curve at half-maximal effect
#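 Fluorescence read-out (Ex 386 nm, Em 447 nm) after stopping the reaction at pH 10. Enzyme: ASM from human placenta; substrate HMU-PC0, 9 uM final; 60 min, 37 °C. Compound preincubation 10 min, ambient temperature.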
# Eya2 inh: blocks the phosphatase activity of human Eya2 | Potency, µM (doses to about 76.9 µM), inactives show top-dose activity, negative = inhibition, hits mostly inhibitors | O00167 | hit rate 0.006% among 330,000 | recombinant Eya2, OMFP fluorescence dephosphorylation (OMFP is methylfluorescein phosphate); also: potency is read from the fitted curve at half-maximal effect; % is scaled to controls: 0 for no effect and ±100 for the full control effect
# Target sequence (O00167 whole entry, looked up): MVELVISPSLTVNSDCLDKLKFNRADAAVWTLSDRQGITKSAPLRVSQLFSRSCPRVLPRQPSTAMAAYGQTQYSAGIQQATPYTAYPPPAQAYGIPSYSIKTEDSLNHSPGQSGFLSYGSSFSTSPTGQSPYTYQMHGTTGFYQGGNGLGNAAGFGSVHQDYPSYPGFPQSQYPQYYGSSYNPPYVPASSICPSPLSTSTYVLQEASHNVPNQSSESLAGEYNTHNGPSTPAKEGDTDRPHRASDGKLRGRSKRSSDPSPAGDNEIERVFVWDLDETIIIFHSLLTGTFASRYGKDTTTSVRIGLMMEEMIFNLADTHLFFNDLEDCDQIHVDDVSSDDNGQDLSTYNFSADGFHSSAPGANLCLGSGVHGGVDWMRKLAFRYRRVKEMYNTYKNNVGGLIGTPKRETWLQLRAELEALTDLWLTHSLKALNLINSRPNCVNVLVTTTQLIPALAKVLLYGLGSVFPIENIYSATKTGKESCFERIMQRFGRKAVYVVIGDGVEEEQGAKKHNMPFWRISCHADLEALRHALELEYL
#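 Eya2 protein (added as 0.2 uM solution) was preincubated with compound for 10 min at ambient temperature in 50 mM HEPES pH 7.5, 50 mM NaCl, 5 uM MgCl2, 0.05% BSA, 1 mM DTT. OMFP (added at 50 uM) then reacted 10 min; fluorescence read at 485/525 nm.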
# MBNL1-CUG inh: inhibitors of human MBNL1 binding to CUG repeat RNA. Q9NR56. TR-FRET MBNL1-His/biotin-(CUG)12 binding, 665/545 ratio. Potency, µM (titrated, usually from 57.5 µM), for inactives: top-dose activity change, negative = inhibition, most hits filed as inhibitors. hit rate 0.036% among 280,000. AID 2675; active = well fitted inhibition curve with a large enough effect in the signal ratio, with a control signal flat, not every such curve was filed as active; inconclusive = small, poorly fitted or top-dose-only effect, or effect the other way, or a change in a side signal; inactive = no such curve, though single readings can be large or run the other way; the % refers to the signal ratio; also: potency is read from the fitted curve at half-maximal effect; % is scaled to controls: 0 for no effect and ±100 for the full control effect
#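 Compounds (final 92 nM to 58 uM) are added to His-tagged MBNL1 and biotin-(CUG)12, then terbium anti-His antibody and streptavidin-XL665 (5 nM final). After 60 min at room temperature, the 665/545 nm ratio is read.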
# USP2a block: USP2a (human) protease inhibition | O75604 | USP2 core, Ub-CHOP2 coupled fluorogenic reporter, 485/531 | Potency, µM (titrated, usually from 38.3 µM), without a hit: top-dose activity change, negative = inhibition, hits mostly inhibitors | hit rate 0.01% among 330,000 | AID 463254;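 also: potency is read from the fitted curve at half-maximal effect; plate controls were DMSO wells for no effect and full inhibition by NEM control for full effect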
#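 Cell-free coupled assay: 10nM USP2 core preincubated 30min RT with compound in Tris-HCl pH 8.0/CaCl2/CHAPS buffer, then 25nM Ub-CHOP2 and 25nM reporter substrate; fluorescence (Ex 485/Em 531) read after 60min RT, normalized to NEM inhibition, concentration-response curves fitted.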
# Menin-MLL TR inh: inhibitors of human menin-MLL interaction, mutant MLL peptide | O00255 | Menin + Texas Red MLL mutant peptide, fluorescence polarization | Potency, µM (series often up to 61.6 µM), without a hit: at the top dose FP activity change, negative = inhibition, actives largely listed as inhibitors | hit rate 0.23% among 270,000 | AID 1768; active = well fitted inhibition curve with a large enough effect in the polarisation, with a control signal flat, not every such curve was filed as active; inconclusive = small, poorly fitted or top-dose-only effect, or effect the other way, or a change in a side signal; inactive = no such curve, though single readings can be large or run the other way; the % refers to the polarisation; also: potency is read from the fitted curve at half-maximal effect; % of control where 0% means no effect; many of its hits are not listed in these tables
# BCR signal inh: blocks chronic active B-cell receptor signaling; Potency, µM (top dose mostly 46.1 µM), inactives show top-dose ratio change, negative = lower green/red ratio, actives largely listed as inhibitors; AID 493014; hit rate 0.05% among 340,000; ABC-DLBCL IkBa-CBG/CBR reporter, luminescence ratio, 4 h; active = well fitted inhibition curve with a large enough effect in the signal ratio, with a control signal flat, not every such curve was filed as active; inconclusive = small, poorly fitted or top-dose-only effect, or effect the other way, or a change in a side signal; the % refers to the signal ratio;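 also: potency is read from the fitted curve at half-maximal effect; plate controls were basal doxycycline-induced cells for no effect and cells given 10 µM MG132 for full effect; MG132 reads +100%, hits lower the ratio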
#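 TMD8 ABC-DLBCL cells carrying doxycycline-inducible green luciferase fused to IkappaBalpha plus unfused red luciferase were exposed to compounds (up to 46 uM) for 4 hrs at 37C. Activity came from the overlap-corrected green/red luminescence ratio.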
# hERG WT inh: inhibitors of human wildtype KCNH2 potassium channel; Q12809; U2OS, BacMam KCNH2, thallium flux FluxOr; stronger effect = lower value; activity change, % at 1.84 µM; hit rate 0.37% among 340,000; AID 720551;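 active = maximum activity change below -70%; inconclusive = maximum activity change between -70% and -50%; inactive = maximum activity change above -50%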; also: % is scaled to controls: 0 for no effect and ±100 for the full control effect
#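 U2OS cells transduced with wild-type KCNH2 virus are loaded with FluxOr dye for 45 min, and thallium flux is measured in kinetic reads before and after stimulation buffer. Rate constants are normalized to DMSO controls.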
# PKM2 act: PKM2 (human) enzyme activation | P14618 | hit rate 0.34% among 260,000 | purified PKM2, Kinase-Glo ATP luminescence, activation; response scale: 0% is enzyme alone, no compound | Potency, µM (doses to about 57.5 µM), inactives show at the top dose activation, most hits filed as activators; also: potency is read from the fitted curve at half-maximal effect; % is scaled to controls: 0 for no effect and ±100 for the full control effect; nearly all actives have a fitted effect of over 55% in size
#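 Purified hPK-M2 (>95% pure) converted ADP (0.1 mM final) to ATP with 0.5 mM PEP in 50 mM imidazole pH7.2, KCl, MgCl2, Tween 20, BSA; 1 h at room temperature. ATP detected by Kinase-Glo luminescence.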
# Mito fusion act: inhibitors of mitochondrial division or activators of mitochondrial fusion; S. cerevisiae fusion-defective mutant growth rescue, CellTiterGlo 48 h; hit rate 0.23% among 320,000; Potency, µM (titrated, usually from 46.1 µM), without a hit: at the top dose growth rescue (activation), actives largely listed as activators;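 also: potency is read from the fitted curve at half-maximal effect; % of control where 0% means no effect; nearly all actives have a fitted effect of over 45% in size; temperature-sensitive fusion mutants such as fzo1-1 at 37 °C on non-fermentable ethanol glycerol medium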
#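 S. cerevisiae fusion-defective temperature-sensitive mutants (e.g. fzo1-1, mgm1-5) grown 48 h at 37C in YPEG (ethanol/glycerol non-fermentable) medium with 23 nl compound per well; growth rescue read as CellTiterGlo luminescence.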
# GALK inhibitor: blocks human galactokinase activity | P51570 | Purified GALK, Kinase-Glo residual ATP luminescence | Potency, µM (doses to about 57.5 µM), for inactives: top-dose activity change, negative = inhibition, most hits filed as inhibitors | hit rate 0.007% among 270,000 | AID 1868; also: potency is read from the fitted curve at half-maximal effect; % is scaled to controls: 0 for no effect and ±100 for the full control effect
# Target sequence (P51570 whole entry, looked up): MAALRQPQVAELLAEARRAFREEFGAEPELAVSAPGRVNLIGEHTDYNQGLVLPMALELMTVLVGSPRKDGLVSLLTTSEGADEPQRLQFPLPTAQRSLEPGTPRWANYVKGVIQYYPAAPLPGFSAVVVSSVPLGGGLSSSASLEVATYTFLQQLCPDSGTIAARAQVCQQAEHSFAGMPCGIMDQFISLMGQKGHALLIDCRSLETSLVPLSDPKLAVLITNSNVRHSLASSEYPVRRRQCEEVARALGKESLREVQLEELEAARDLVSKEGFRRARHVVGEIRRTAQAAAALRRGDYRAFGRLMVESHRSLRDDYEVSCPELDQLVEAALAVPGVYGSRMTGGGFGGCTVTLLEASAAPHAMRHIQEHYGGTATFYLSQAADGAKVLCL
#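 Quantitative HTS: GALK 5 nM, ATP 35 uM, galactose 100 uM, 1 h room temperature, then luciferase-based ATP detection.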
# TSHR antagonist: antagonists of human thyroid stimulating hormone receptor. TSHR-expressing cells, TSH-stimulated cAMP HTRF, 2 h; stronger effect = lower value. activity change, negative = inhibition, % at 11.5 µM. hit rate 0.2% among 330,000. AID 504810;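 active = activity change below a set negative limit, meaning inhibition stronger than a set level, cut at about -70% in these data; inconclusive = activity change between two set negative limits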; also: % is scaled to controls: 0 for no effect and ±100 for the full control effect
#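 TSHR-expressing cells, 200/well, pre-treated with compound, then stimulated with EC80 TSH (4nM final) for 2 hours at 37 deg C. cAMP measured by competitive HTRF: anti-cAMP cryptate antibody in lysis buffer plus cAMP-d2, read after 30 minutes at room temperature.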
# An asterisk follows results filed as active; i = inactive; ? = inconclusive; nt = not tested or not shown; & = joins results of further samples; [ ] = remark or other dose. Unless noted, calls follow the shape of the dose curve; as a rule, active = well fitted curve in the direction sought with a large enough effect; inconclusive = small, poorly fitted or top-dose-only effect, or another doubt; inactive = no such curve, though single readings can be large; an effect the other way counts as inactive or inconclusive.
SMILES,ASM inhibitor,Eya2 inh,MBNL1-CUG inh,USP2a block,Menin-MLL TR inh,BCR signal inh,hERG WT inh,PKM2 act,Mito fusion act,GALK inhibitor,TSHR antagonist
Cc1cccc2c1OCC/C2=N\NC(=O)COc1ccccc1,-4.1%,1.7%,-5.6%,2.2%,nt,?,2.8,-0.3%,0.2%,-7.1%,44.4
CC(Sc1ccccn1)C(=O)Nc1ccc2c(c1)OCO2 (stereo not drawn),-0.1%,0.7%,nt,2.2%,nt,?,-3.8,nt,-0.7%,nt,-11.4
COc1ccccc1CC(=O)Nc1ccc2c(C)cc(=O)oc2c1,157.3%[activator],-6.0%,28.1%,0.9%,1.0%,?,2.9,0.6%[11.5 µM],4.7%,-1.2%,5.8
COc1ccc(C)cc1NC(=O)c1ccc(-c2ccc(C(C)=O)cc2)o1,nt,-21.0%,8.4%,0.1%,12.4%,8.6%,nt,3.3%,-2.1%,10.6%,-0.3
COCCN=C1OC(=O)N2C(=O)C3=C4[C@@H](C[C@H]5C(=O)N(c6ccccc6)C(=O)[C@H]5[C@H]4[C@@]12Cc1ccccc1)[C@H]1C(=O)N(c2ccccc2)C(=O)[C@H]1[C@H]3C,-7.1%,-6.8%,-4.4%,-2.0%,nt,2.1%,-2.8,0.0%,-6.3%,0.5%,-2.2
COc1ccc(C(=O)Nc2ccc(NC(=O)Cc3ccccc3)cn2)cc1,-0.2%,2.5%,-5.0%,1.4%,?,7.2%,9.6,-10.4%,-5.2%,-0.1%,-31.2
CCCCN(C(=O)CNC(=O)c1ccco1)C(C(=O)NC1CCCCC1)c1cccnc1 (stereo not drawn),-1.8%,-5.7%,-7.3%,0.8%,-8.4%,-0.6%,0.2,nt,-2.5%,-1.7%,-3.1
O=C(COc1ccc(F)cc1)Nc1ccc2c(c1)OCCO2,7.5%,-3.6%,-2.0%,1.8%,7.1%,-5.4%,17.6,-1.5%,1.9%,2.8%,0.9
CC(C)C(=O)N(Cc1cc(=O)[nH]c2ccccc12)c1ccccc1,0.0%,8.0%,-4.9%,-0.7%,-4.0%,0.4%,-16.3,2.5%,7.1%,6.3%,31.6
CCCNC(=O)COc1cccc(C(=O)NCc2ccccc2)c1,-2.3%,8.4%,nt,0.4%,4.6%,-5.2%,-2.2,0.7%,-3.2%,0.9%,-0.2
CCNc1nc(NCC)n2c(SCC(=O)Nc3ccccc3C(F)(F)F)nnc2n1,-1.1%,-15.3%,nt,0.9%,nt,3.3%,1.3,nt,-1.4%,nt,0.2
O=C(Nc1ccccc1Oc1ccccc1)c1cccs1,-3.8%,-10.1%,-2.3%,0.9%,27.0%,?,-0.9,nt,7.0%,-3.0%,6.7
Cc1cc(OC(C)C(=O)NCCc2c[nH]c3ccccc23)c2c(C)cc(=O)oc2c1 (stereo not drawn),-7.5%,-12.1%,-2.1%,-1.1%,13.6%,14.7%,0.4,3.2%,3.1%,nt,-0.5
c1coc(-c2nc(-c3ccco3)c(-c3ccco3)nc2-c2ccco2)c1,132.8%[activator],15.6%,15.0%,0.7%,?,0.8%,-11.4,?,3.0%,-1.4%,6.4
CCOc1ccc(NC(=NCc2ccc3c(c2)OCO3)SC2CC(=O)N(c3ccc(C(=O)O)cc3)C2=O)cc1 (stereo not drawn),-9.1%,-7.1%,-9.1%,-2.1%,?,-1.0%,9.7,17.4%,5.1%,0.7%,1.6
Cc1ccc(Nc2nnc(SCC(=O)NCCN3C(=O)CSC3=O)s2)cc1C,-1.5%,0.2%,-1.8%,3.8%,20.8%,-3.9%,0.2,-14.4%,-7.6%,1.2%,7.0
Clc1ccc2nc(-c3cccc(SC4CCCCC4)c3)c(NCc3ccccc3)n2c1,85.0%[activator],-2.9%,nt,0.7%,nt,1.5%,1.5,nt,23.4%,nt,-14.7
O=C(NCCc1ccc(C(F)(F)F)cc1)C1CC(=O)N(Cc2ccccc2)C1 (stereo not drawn),0.8%,-5.4%,nt,2.7%,nt,-0.3%,0.7,nt,1.3%,nt,1.8
O=C(CCc1c[nH]c2ccccc12)N1CCN(c2ccc(F)cc2)CC1,-1.8%,5.7%,-1.0%,2.0%,-1.1%,-1.7%,7.1,4.9%,2.0%,0.6%,-1.7
COc1ccc(N2CCN(C(=O)COC(=O)CCOc3cc(C)ccc3C)CC2)cc1,-1.6%,1.0%,nt,2.4%,nt,3.7%,-3.4,nt,3.1%,nt,3.7
CC(=O)N1c2ccc(S(=O)(=O)N3CCC(C(=O)NCc4ccccc4Cl)CC3)cc2CC1C (stereo not drawn),5.6%,11.3%,-8.4%,-1.0%,13.7%,8.4%,-7.4,nt,5.2%,6.7%,-9.6
CCc1ccc(NC(=O)CSc2nc3ccccc3nc2N2CCCC2)cc1,38.1%,10.4%,7.6%,-0.4%,-5.8%,-4.3%,14.4,4.5%,-11.3%,nt,-4.4
Cn1c(CNC(=O)c2ccc3c(c2)OCO3)nnc1SCC(=O)Nc1ccc(F)cc1,1.3%,2.0%,1.5%,2.9%,-5.8%,-9.4%,-11.6,0.5%,14.3%,0.7%,-8.5
CC(C)C(C(=O)NC1CCCCC1)N(CC1CCCO1)C(=O)CNS(=O)(=O)c1ccc(F)cc1 (stereo not drawn),1.4%,4.7%,-1.4%,2.9%,-20.1%,-3.1%,2.3,-1.3%,-3.0%,3.0%,3.8
Oc1ccc(CN2CCN(c3ncccn3)CC2)cc1,3.5%,-6.3%,-4.4%,-2.8%,10.9%,-1.8%,13.3,1.9%,0.3%,0.8%,-14.1
COc1ccc(C2CC2/C(C)=N/OC(=O)C2CC2)cc1 (stereo not drawn),0.8%,10.3%,nt,10.4%,-1.0%,?,22.3,0.1%,28.7%,0.2%,0.0
Cc1noc(C)c1C(=O)OCC(=O)NCCc1ccccc1,3.9%,-15.9%,nt,-9.6%,nt,-5.0%,-24.2,nt,-3.1%,nt,27.4
CC(C)CN1C(=O)c2ccc(C(=O)Nc3ccncc3)cc2C1=O,2.7%,-4.3%,?,-1.7%,10.4%,-1.3%,0.2,-0.3%,3.0%,3.2%,-45.7
CC(C)n1cc(/C=C2/NC(=O)N(c3cccc(Cl)c3)C2=O)c2ccccc21,78.3%[activator],-9.3%,-3.4%,-1.4%,?,11.7%,5.8,13.4%,?,-4.3%,-4.7
NC(=O)C1CCN(c2nc(-c3ccccc3C(F)(F)F)cs2)CC1,-4.0%,-11.3%&8.2%,nt,0.9%&4.9%,nt,11.4%&1.1%,nt,nt,14.2%,nt,9.2&-7.9
COC(=O)C1CN(C(=O)COc2cc(C)c(Cl)c(C)c2)c2ccccc2O1 (stereo not drawn),-3.1%,3.8%,-10.2%,-1.1%,?,-12.7%,-10.5,nt,-5.7%,7.5%,-13.9
COc1ccccc1N(CC(=O)Nc1ccccc1C(F)(F)F)S(=O)(=O)c1cccs1,2.4%,3.5%,nt,-1.8%,nt,0.8%,-10.9,nt,nt,nt,-5.7
COc1ccc(CCNC(=O)C(=O)N/N=C/c2cccs2)cc1OC,0.6%,3.2%,-6.0%,0.5%,-6.0%,1.4%,10.9,-16.8%,-9.2%,1.2%,-15.4
CC(C)Cc1nc2c(nnn2Cc2ccccc2F)c(=O)[nH]1,-3.5%,-11.7%,-11.7%,6.8%,nt,6.1%,-12.9,-4.3%,-0.6%,0.1%,9.7
CCc1nnc(N/N=C/c2ccc(N3CCC(C)CC3)c([N+](=O)[O-])c2)n1N,-17.0%,3.5%,?,2.2%,-18.2%,?,i,1.9%,10.1%,-1.2%,1.5
Cc1cc(C(=O)CN2C(=O)NC3(CCCCC3C)C2=O)c(C)n1Cc1cccs1 (stereo not drawn),4.2%,-1.0%,nt,1.6%,-10.8%,-5.5%,-8.8,-4.0%,0.0%,3.2%,-8.3
C=CCn1c(SCC(=O)c2ccc(F)cc2)nnc1-c1ccc2c(c1)OCO2,-1.5%,-6.8%,-10.8%,-0.5%,-19.5%,-16.6%,-5.5,-2.0%,11.0%,-2.0%,-3.4

# These rows are one share of the data (hit frequency here may not be typical).
